From PubChem
SUMO1-SIM PPI: modulators of SUMO1 protein-protein interactions, primary screen, biochemical, uHTS; SUMO1 binding to a labelled peptide, TR-FRET, 1 h; inhibition, % at 20 µM; 360,000 tested, 0.33% active; in the data active means inhibition above about 37%
TbMetRS inhib: T. brucei MetRS inhibitors, primary screen, biochemical, luminescence; methionyl-tRNA synthetase (Trypanosoma brucei brucei); purified T. brucei MetRS, ATP depletion, Kinase-Glo luminescence; inhibition, % at 11.9 µM; 360,000 tested, 0.4% active;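 active means inhibition above a per-plate cutoff of the control wells' mean inhibition plus 3 SD, cut at about 5.5% in these data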;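 further: 0% = DMSO wells median and 100% = median of wells with control inhibitor compound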
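Test system – parasite MetRS enzyme · Reagent – substrates ATP, L-methionine and bulk Escherichia coli tRNA · Doses – 11.9 µM compound single dose, 0.9% DMSO · Times – 15 min enzyme-compound preincubation, 2 h reaction, 10 min detection, 25 °C · Signal – Kinase-Glo luminescence, ATP depletion format · Controls – DMSO-only wells as low control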
CendR NRP1 mod: modulators of CendR peptide binding to NRP-1, primary screen, biochemical, fluorescence polarization, uHTS. Neuropilin-1 (Homo sapiens), O14786. FAM-RPARPAR peptide binding to NRP-1. inhibition, % at 25 µM. 360,000 tested, 0.85% active;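 active means inhibition or corrected inhibition above about 18%, plus a signal ratio from 0.5 to 1.5, limit read from the data, passing the limit was not always enough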; further: strong numbers were not always called active
SKN-1 inh: suppressors of acrylamide-induced Pgst-4::GFP reporter in worms, primary screen, SKN-1 inhibitor project, whole organism, uHTS, GFP/RFP fluorescence ratio, strain VP596; C. elegans VP596 Pgst-4::GFP/RFP ratio, 24 h; inhibition, % at 21.8 µM; 360,000 tested, 0.49% active;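 active means interference check ratio from 0.5 to 1.5 plus GFP to RFP signal ratio inhibition reaching or exceeding a fixed threshold, cut at about 30% in these data, passing the limit was not always enough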; further: some compounds called inactive have numbers as strong as hits
Neddyl block: inhibitors of cullin neddylation, primary screen, biochemical, TR-FRET, uHTS, NAE and Ubc12; NEDD8-conjugating enzyme Ubc12 (Homo sapiens) + NEDD8-activating enzyme E1 regulatory …; calls only at 25 µM; 360,000 tested, 0.58% active; in the data active means inhibition above about 36%
Target sequence (P61081 whole entry, looked up): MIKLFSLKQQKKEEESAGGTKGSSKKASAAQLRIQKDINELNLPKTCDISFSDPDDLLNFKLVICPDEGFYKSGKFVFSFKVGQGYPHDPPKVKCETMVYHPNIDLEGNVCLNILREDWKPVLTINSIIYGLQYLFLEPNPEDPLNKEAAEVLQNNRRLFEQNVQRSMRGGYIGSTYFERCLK
Target sequence (Q13564 whole entry, looked up): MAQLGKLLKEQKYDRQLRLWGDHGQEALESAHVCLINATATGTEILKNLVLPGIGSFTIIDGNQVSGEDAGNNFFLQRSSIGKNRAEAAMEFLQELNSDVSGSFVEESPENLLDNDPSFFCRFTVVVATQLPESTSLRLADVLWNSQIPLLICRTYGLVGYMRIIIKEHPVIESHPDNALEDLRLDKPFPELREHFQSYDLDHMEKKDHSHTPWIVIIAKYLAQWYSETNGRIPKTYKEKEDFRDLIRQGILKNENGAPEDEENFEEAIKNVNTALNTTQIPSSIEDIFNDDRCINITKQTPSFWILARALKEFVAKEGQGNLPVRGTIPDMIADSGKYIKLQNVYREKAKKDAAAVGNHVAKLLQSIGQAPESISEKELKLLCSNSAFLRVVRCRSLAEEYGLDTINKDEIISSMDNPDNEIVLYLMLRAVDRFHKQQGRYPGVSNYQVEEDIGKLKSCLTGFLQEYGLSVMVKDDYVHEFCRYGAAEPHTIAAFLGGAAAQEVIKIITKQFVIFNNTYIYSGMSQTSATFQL
STEP inh: STEP phosphatase inhibitors, primary screen, biochemical, fluorescence intensity, uHTS; Tyrosine-protein phosphatase non-receptor type 5 (Homo sapiens), P54829; recombinant STEP, OMFP fluorogenic substrate; inhibition, % at 20 µM; 360,000 tested, 0.25% active;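 active means inhibition at 20 µM, scaled per plate between control wells, above about 37%, limit read from the data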;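 further: 0% = DMSO with enzyme and substrate and 100% = substrate only without enzyme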
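Test system: STEP tyrosine phosphatase / Reagent: OMFP at 25 µM / Doses: 20 µM, 1% DMSO / Read-out: percent inhibition scaled to no-enzyme and uninhibited-enzyme controls, plate-pattern corrected / Detection: FITC-channel fluorescence of OMFP product / Medium: Bis-Tris buffer pH 6.0, 2.5 mM DTT, 0.005% Tween 20 / Schedule: 20 min at room temperature, dark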
LMPTP inh: LMPTP phosphatase inhibitors, primary screen, biochemical, fluorescence intensity, uHTS; Low molecular weight phosphotyrosine protein phosphatase (Homo sapiens), P24666; inhibition, % at 20 µM; 360,000 tested, 0.22% active; recombinant LMPTP-A, OMFP fluorogenic substrate; AID 651560, 2012;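 active means compounds that cut the enzyme signal by at least half of the control window in the single-dose screen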;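 further: plate controls were DMSO wells with enzyme plus substrate for no effect and substrate without enzyme for full effect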
Target sequence (P24666 whole entry, looked up): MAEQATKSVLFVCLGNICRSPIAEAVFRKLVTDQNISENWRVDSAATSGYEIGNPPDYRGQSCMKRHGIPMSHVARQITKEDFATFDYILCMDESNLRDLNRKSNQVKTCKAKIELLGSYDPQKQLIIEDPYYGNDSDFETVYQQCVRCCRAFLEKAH
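Test system: LMPTP-A, protein tyrosine phosphatase of low molecular weight; Input: 0.625 nM enzyme; Incubation: 50 min dark incubation at room temperature; Signal: endpoint fluorescence intensity from OMFP dephosphorylation; Read-out basis: % inhibition versus control wells.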
DNMT1 block: human DNMT1 methyltransferase inhibitors, primary screen, biochemical, molecular beacon, fluorescence, HinP1I cleavage, uHTS; inhibition (reported as % activation of signal), % at 10 µM; DNA (cytosine-5)-methyltransferase 1 (Homo sapiens), P26358; 360,000 tested, 0.83% active; AID 588458, 2011; in the data active means inhibition above about 50%
Scp1 inh: Scp-1 phosphatase inhibitors, primary screen, biochemical, colorimetric, uHTS. Recombinant Scp1, phosphopeptide, malachite green phosphate absorbance. inhibition, % at 20 µM. 340,000 tested, 0.88% active. AID 493091, 2011;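 active means inhibition above about 50% at 20 µM, limit read from the data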;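 further: plate controls were DMSO wells with enzyme for no effect and wells lacking enzyme for full effect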
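System: SCP-1 catalytic domain; Reagent: Phospho 17-mer peptide substrate; Doses: one concentration, 20 µM, with 1.0% DMSO; Incubation: 45 min room-temperature reaction, 5 min colour, 30 min stabiliser; Signal: Phosphate-binding colour reagent, absorbance read at 630 nm.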
NadD inh: inhibitors of S. aureus NadD, primary screen, biochemical, colorimetric, uHTS | Nicotinate-nucleotide adenylyltransferase NadD (Staphylococcus aureus N315) | purified NadD enzyme, colorimetric absorbance read-out | inhibition, % at 20 µM | 360,000 tested, 0.78% active | AID 602399, 2012; in the data active means inhibition above about 26%; further: some compounds past the cut are filed as inactive
* marks the source's active call; other numbers are inactive results; i = inactive; / = no result given.

No. | SUMO1-SIM PPI | TbMetRS inhib | CendR NRP1 mod | SKN-1 inh | Neddyl block | STEP inh | LMPTP inh | DNMT1 block | Scp1 inh | NadD inh | compound
1 | -10.7 | 0.0 | 2.8 | 18.0 | i | 0.5 | 2.8 | -12.2 | -6.5 | -4.2 | CN1c2ccsc2/C(=N/Nc2ccc(F)cc2)CS1(=O)=O
2 | 1.6 | -0.4 | -1.9 | -10.2 | i | -0.7 | 0.9 | 34.6 | 9.6 | 1.9 | O=C1/C(=C/c2ccccc2)CN(C(=O)CCN2CCOCC2)C/C1=C\c1ccccc1
3 | 0.4 | -0.5 | 0.0 | -15.8 | i | 0.1 | 0.6 | 0.5 | -4.7 | 9.4 | OCCC1CN(Cc2ccc(F)cc2)CCN1CCc1ccccc1 (centres undefined)
4 | -2.0 | -0.1 | 12.6 | 0.6 | i | 0.9 | -0.3 | -1.1 | -7.4 | -3.6 | Cc1ccc(C)c(NC(=O)CSc2nnc(CNC(=O)c3ccco3)n2C)c1
5 | 6.3 | -0.1 | 15.7 | 11.1 | i | 1.3 | -2.1 | 0.0 | -3.8 | -1.3 | C#CCOCCOCCOCCNc1nc(N2CCN(C(=O)Cn3cc(CCO)nn3)CC2)nc(N2CCN(C(=O)[C@H](C(C)C)n3cc(CCO)nn3)CC2)n1
6 | -1.7 | -0.1 | 1.5 | 4.5 | i | 0.2 | -0.9 | -0.2 | -10.5 | -1.3 | NC(=S)NN=CCn1cc([N+](=O)[O-])c(=O)[nH]c1=O
7 | 3.3 | -0.3 | -7.0 | 1.6 | i | -4.2 | 0.0 | 0.9 | -4.2 | -4.9 | CCCn1c(SC(C)C(=O)NCC2CCCO2)nc2sc(CC)cc2c1=O (centres undefined)
8 | -1.4 | -0.5 | -1.6 | 1.3 | i | 2.3 | -0.5 | 1.9 | -7.0 | 5.4 | N#CCC(=O)N1CCn2c1nc1ccccc12
9 | 1.9 | 0.1 | 8.7 | -1.1 | i | 0.2 | -2.6 | 1.0 | -5.6 | -3.2 | NS(=O)(=O)c1ccc(NC(=O)CN2C(=O)CCC2=O)cc1
10 | 2.3 | -0.7 | 4.0 | -1.0 | i | 9.2 | 0.0 | -5.1 | -2.3 | 3.3 | CCc1ccc(NC(=S)Nn2cnnc2)cc1
11 | 0.3 | -0.1 | -7.7 | 13.9 | i | 3.7 | -0.5 | -1.8 | -3.9 | -2.5 | O=C1C2C3CCC(C3)C2C(=O)N1CNc1ccccc1 (centres undefined)
12 | 2.2 | 0.5 | 6.2 | -6.4 | i | -3.6 | -0.8 | 2.0 | 1.7 | -2.4 | CCOc1c(Br)cc(CNCc2cccs2)cc1OC
13 | 1.2 | 0.0 | -15.7 | 1.5 | i | 3.0 | -1.2 | 0.2 | -6.2 | -6.9 | COc1cc2[nH]c(=S)n(NC(=O)CC(C)C)c(=O)c2cc1OC
14 | 1.8 | -0.2 | -7.5 | 12.0 | i | -1.2 | -1.7 | 1.6 | / | -7.2 | Cc1noc(C)c1C(=O)N1CCCC(C)(C(=O)NS(=O)(=O)C2CC2)C1 (centres undefined)
15 | 6.4 | -1.6 | 3.4 | 5.8 | i | -0.2 | 2.0 | -12.1 | -0.5 | 0.6 | COc1ccc(-c2noc(-c3ccccc3C(=O)Nc3cccnc3)n2)cc1
16 | -2.8 | 0.1 | -1.6 | 2.8 | i | -4.2 | 0.4 | 5.5 | -1.3 | 11.8 | O=C(c1cnsn1)N1CCC(CO)(Cc2ccc(Cl)cc2)CC1
17 | 0.5 | -0.4 | 12.8 | 3.1 | i | 5.3 | 0.8 | 1.3 | -2.4 | -1.8 | CC(C)CN(C(=O)CN(C)C(=O)Cc1ccccc1Cl)c1c(N)n(CC(C)C)c(=O)[nH]c1=O
18 | 10.2 | -0.1 | -1.3 | -5.7 | i | 0.9 | -2.4 | -2.1 | -4.1 | -1.1 | Cn1c(=O)oc2cc(S(=O)(=O)NCCC(=O)NC3CCCc4ccccc43)ccc21 (centres undefined)
19 | 5.3 | 0.3 | -13.0 | 4.6 | i | 0.4 | 1.1 | 0.0 | 1.1 | -3.9 | Cc1ccc(OCCC(=O)OCC(=O)Nc2ccc(Cl)cn2)cc1
20 | 5.3 | -0.5 | 5.1 | -3.8 | i | 0.9 | 0.4 | 0.0 | -1.3 | -3.5 | COc1ccc(-c2csc(NC(=O)COC(=O)C3=COCCO3)n2)cc1

Going on with the list.
No. | SUMO1-SIM PPI | TbMetRS inhib | CendR NRP1 mod | SKN-1 inh | Neddyl block | STEP inh | LMPTP inh | DNMT1 block | Scp1 inh | NadD inh | compound
21 | -1.0 | 0.2 | 6.0 | -7.1 | i | -0.2 | -1.0 | 1.0 | -3.4 | -6.1 | CCn1c(Cc2ccccc2)nnc1SCC(=O)Nc1nc(C)c(C)s1
22 | 2.8 | -0.4 | 10.1 | 24.8 | i | 6.1 | -2.0 | 0.8 | -1.6 | 3.6 | CCc1ccccc1NC(=O)N[C@H](C(=O)O)C(C)C
23 | 0.5 | 0.0 | -0.2 | 1.7 | i | -3.1 | 4.6 | -7.7 | -12.2 | 29.1 | CCOC(=O)C1=C(c2ccccc2)N=c2s/c(=C\c3cccc(O)c3)c(=O)n2C1c1cccs1 (centres undefined)
24 | 0.9 | -0.6 | 5.9 | 9.1 | i | -2.1 | -1.1 | -0.2 | -7.7 | -4.1 | O=C(c1ccco1)N1CCN(C(c2ccccn2)c2nnnn2C2CCCC2)CC1 (centres undefined)

Entries from the list above that contain an aryl methoxy group, in the order listed:
No. | SUMO1-SIM PPI | TbMetRS inhib | CendR NRP1 mod | SKN-1 inh | Neddyl block | STEP inh | LMPTP inh | DNMT1 block | Scp1 inh | NadD inh | compound
12 | 2.2 | 0.5 | 6.2 | -6.4 | i | -3.6 | -0.8 | 2.0 | 1.7 | -2.4 | CCOc1c(Br)cc(CNCc2cccs2)cc1OC
13 | 1.2 | 0.0 | -15.7 | 1.5 | i | 3.0 | -1.2 | 0.2 | -6.2 | -6.9 | COc1cc2[nH]c(=S)n(NC(=O)CC(C)C)c(=O)c2cc1OC
15 | 6.4 | -1.6 | 3.4 | 5.8 | i | -0.2 | 2.0 | -12.1 | -0.5 | 0.6 | COc1ccc(-c2noc(-c3ccccc3C(=O)Nc3cccnc3)n2)cc1
20 | 5.3 | -0.5 | 5.1 | -3.8 | i | 0.9 | 0.4 | 0.0 | -1.3 | -3.5 | COc1ccc(-c2csc(NC(=O)COC(=O)C3=COCCO3)n2)cc1

By substructure, the compounds so far containing a furan ring, fused or not
No. | SUMO1-SIM PPI | TbMetRS inhib | CendR NRP1 mod | SKN-1 inh | Neddyl block | STEP inh | LMPTP inh | DNMT1 block | Scp1 inh | NadD inh | compound
4 | -2.0 | -0.1 | 12.6 | 0.6 | i | 0.9 | -0.3 | -1.1 | -7.4 | -3.6 | Cc1ccc(C)c(NC(=O)CSc2nnc(CNC(=O)c3ccco3)n2C)c1
24 | 0.9 | -0.6 | 5.9 | 9.1 | i | -2.1 | -1.1 | -0.2 | -7.7 | -4.1 | O=C(c1ccco1)N1CCN(C(c2ccccn2)c2nnnn2C2CCCC2)CC1 (centres undefined)
